# High-throughput results as filed in PubChem.
# GPR151 ag = activates the human receptor GPR151 | Q8TDV0 | PathHunter beta-arrestin GPR151 cells, luminescence | activation, % at 11.2 µM | 1% of 650,000 active | AID 1508602; in the data active = activation above about 4.9%;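 also: 0% = median of compound wells and 100% = cells with positive control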
# MITF inh = human MITF inhibition, primary screen | O75030 | AlphaScreen MITF homodimerization, bead proximity signal | inhibition, % at 2.6 µM | 0.91% of 650,000 active | AID 1259374; in the data active = inhibition above about 50%;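 also: 0% = vehicle wells with protein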
# FBW7 activator = activators of human E3 ligase FBW7 | 0.13% of 650,000 active | AlphaScreen FBW7–phospho-cyclin E peptide binding, activator screen | normalized activity (activation), % at 26.1 µM; in the data active = normalized activity above about 1.9%;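 also: purified mutant Fbw7 with reduced substrate affinity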
# Target sequence (Q969H0 whole entry, looked up): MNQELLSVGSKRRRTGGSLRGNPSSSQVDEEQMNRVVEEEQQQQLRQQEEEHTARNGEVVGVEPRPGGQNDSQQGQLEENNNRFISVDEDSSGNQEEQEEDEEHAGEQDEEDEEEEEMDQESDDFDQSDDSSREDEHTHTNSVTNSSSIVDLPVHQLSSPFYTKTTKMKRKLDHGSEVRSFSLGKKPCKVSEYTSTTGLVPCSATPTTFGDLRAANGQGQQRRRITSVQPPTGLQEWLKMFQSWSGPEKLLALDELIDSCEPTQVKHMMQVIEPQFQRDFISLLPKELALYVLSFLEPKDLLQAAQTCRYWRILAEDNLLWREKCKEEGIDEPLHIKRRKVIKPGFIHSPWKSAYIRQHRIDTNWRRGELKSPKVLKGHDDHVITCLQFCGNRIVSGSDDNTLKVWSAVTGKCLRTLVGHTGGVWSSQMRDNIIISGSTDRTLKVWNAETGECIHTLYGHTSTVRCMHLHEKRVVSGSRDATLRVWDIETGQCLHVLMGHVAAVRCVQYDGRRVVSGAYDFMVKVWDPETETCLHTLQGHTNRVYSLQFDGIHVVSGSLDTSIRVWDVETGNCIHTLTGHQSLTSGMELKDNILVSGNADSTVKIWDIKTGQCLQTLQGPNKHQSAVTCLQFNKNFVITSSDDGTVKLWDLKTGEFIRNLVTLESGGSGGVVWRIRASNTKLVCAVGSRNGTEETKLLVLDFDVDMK
# TEAD-YAP inh = TEAD-YAP interaction inhibition. AID 1259422. inhibition, % at 9.12 µM. HEK-TIYL cells, TEAD-Gal4/YAP UAS-luciferase luminescence. 1.4% of 640,000 active; in the data active = inhibition above about 32%;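 also: 0% = median of test compound wells and 100% = reference inhibitor wells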
# An asterisk follows results filed as active; · = no result given.
SMILES,GPR151 ag,MITF inh,FBW7 activator,TEAD-YAP inh
COc1ccc(OC)c(C2C3=C(CC(C)(C)CC3=O)Nc3ccccc3N2C(=O)C(F)(F)F)c1 (stereo not drawn),-0.2,9,0.0,5
CC1CCCC(C)N1C(=O)CSc1nc2ncnc(N)c2[nH]1 (stereo not drawn),0.0,1,-0.1,-4
Cc1cccc(C)c1NC(=O)CSc1n[nH]c(=O)n1C1CC1,-0.7,3,0.1,3
CC(C)CNC(=O)c1cc2cc(C3(O)CCN(CC(C)(C)C)CC3)ccc2o1,-0.5,2,0.0,-2
COCCN1C(=O)CC(CC(=O)N2CCCCC2)(c2cccc(OC)c2)C1=O (stereo not drawn),0.2,3,0.1,9
O=[N+]([O-])c1cc(S(=O)(=O)N2CCCCC2)ccc1NCCc1c[nH]c2ccccc12,2.2,12,-0.4,5
CCOC(=O)c1c(C)[nH]c(C)c1C,0.6,-4,-0.1,-4
CC(=O)c1ccc(OCCCC(=O)NCc2ccc(F)cc2)cc1,-0.1,9,0.1,14
Nc1nc(-c2ccco2)nn1C(=O)c1ccc(Cl)cc1,-0.2,16,-0.3,-2
CCOC(=O)C1(CC2CCCCO2)CCN(S(=O)(=O)c2cc(C)cs2)CC1 (stereo not drawn),0.2,13,0.2,12
Cc1cc(C)cc(CC(Cc2nc3ccccc3[nH]2)c2nc3ccccc3[nH]2)c1 (stereo not drawn),-0.2,5,-0.1,5
CC(=O)N1CCC2(CC1)Nc1ccccc1-n1cccc12,2.1,4,-0.1,-5
COc1cc(S(=O)(=O)N2CCCCC2)ccc1Br,1.0,-1,0.0,-13
O=C(C(=O)N1CCCC1CO)N1CCCC1CO (stereo not drawn),0.7,-9,-0.2,0
O=C(Nc1ccc(Cl)cc1Cl)c1cc2nc(-c3ccccc3)cc(-c3ccccc3)n2n1,-1.7,1,0.1,-9
COc1cc2nc(N3CCc4ccccc4C3)nc(NCc3ccccc3)c2cc1OC,0.7,-19,0.3,0
O=C(NCc1cccc(Cl)c1)c1ccc2c(=O)n(-c3ccc(F)cc3)c(=S)[nH]c2c1,0.9,-2,-0.1,-9
Cc1cc2cc(CNC(=O)Cc3ccc([N+](=O)[O-])cc3)ccc2[nH]1,0.7,-7,-0.2,-10
Cc1sc2ncn3nnnc3c2c1-c1ccccc1,0.7,2,0.0,7
COc1ccc(N(C(=O)CNC(=O)c2ccccc2)C2(C(=O)Nc3ccccc3)CCCC2)cc1,0.7,0,-0.2,0
CN=C1S/C(=C/c2cccc(F)c2)C(=O)N1C,-0.8,11,-0.2,-7
CC(C)NC(=O)CSCc1csc2c1CCCC2,-0.6,4,-0.1,-12
O=[N+]([O-])c1cc(/C=N/Nc2nc3ccccc3s2)ccc1Cl,-1.4,10,0.7,6
CCOc1nc(Nc2ccccc2)nc(NC2CCCC2)n1,-0.1,-7,0.0,4
CC(C)c1cccc(C(C)C)c1NC(=O)CN1CCCC1,-0.6,8,0.1,6
CN(C)C(=O)COc1cc(Cl)c(Cl)cc1Cl,-0.6,2,0.4,-2
Cc1cc(O)c(-c2[nH]ncc2-c2nc(C)cs2)c(O)c1,-0.8,5,0.0,-1
CCOC(=O)C1=C(C)N=c2s/c(=C\c3cccc(OCc4ccccc4Cl)c3)c(=O)n2C1c1ccc2c(c1)OCO2 (stereo not drawn),-0.6,9,0.1,-11
COc1ccccc1NS(=O)(=O)c1ccc(NN=C2CCCCC2)c([N+](=O)[O-])c1,-0.8,-6,-0.2,5
CC1CC(C)CN(S(=O)(=O)c2cc(C(=O)Nc3ccc(C(C)C)cc3)ccc2F)C1 (stereo not drawn),1.1,9,-0.1,6
Cc1ccc2c(c1)nnn2C1CCN(CC(=O)NCc2ccccc2)CC1,0.5,18,0.0,3
CC(C)C(O)(C(=O)NN(C(=O)Nc1ccccc1)c1ccccc1)C(C)C,-0.2,7,-0.1,6
Cc1cc(C(F)(F)F)c(C#N)c(SCC(=O)O)n1,1.6,2,-0.3,3
CCOC(=O)c1c(NC(=O)c2cc3ccccc3c(=O)o2)sc2c1CCCC2,2.1,0,-0.2,-4
CCOc1cc(C2C(C#N)=C(N)SC(N)=C2C#N)ccc1OCCN1CCOCC1,-0.6,17,0.0,6
C=CCn1c(SCC(=O)NCc2ccc3c(c2)OCO3)nc2sc3c(c2c1=O)CCC3,-0.6,-5,-0.1,-11
Cc1ccc(N2CCN(C(=O)CCC3=NS(=O)(=O)c4ccccc4N3)CC2C)cc1 (stereo not drawn),0.4,-14,-0.1,1
CC(=O)Nc1ccc(Nc2nc(-c3csc4ccccc34)nc3nc[nH]c23)cc1,0.1,6,0.1,9
Cc1ccc(CCNC(=O)Cn2ncc3c2-c2cc(C)ccc2OC3)cc1,0.1,2,0.0,17
Cc1cc(/C=C2\NC(=S)NC2=O)c(C)n1-c1ccc(N2CCOCC2)cc1,-1.0,11,-0.1,0

# Profiles, looked up by structure. Screens in order: GPR151 ag	MITF inh	FBW7 activator	TEAD-YAP inh
# Cc1cc(/C=C2\NC(=S)NC2=O)c(C)n1-c1ccc(N2CCOCC2)cc1 in the list: -1.0	11	-0.1	0
# Cc1cc(O)c(-c2[nH]ncc2-c2nc(C)cs2)c(O)c1 in the list: -0.8	5	0.0	-1
# Cc1ccc(CCNC(=O)Cn2ncc3c2-c2cc(C)ccc2OC3)cc1 in the list: 0.1	2	0.0	17
# Cc1ccc2c(c1)nnn2C1CCN(CC(=O)NCc2ccccc2)CC1 in the list: 0.5	18	0.0	3
# CC(C)c1cccc(C(C)C)c1NC(=O)CN1CCCC1 in the list: -0.6	8	0.1	6

# Additional structures.
SMILES,GPR151 ag,MITF inh,FBW7 activator,TEAD-YAP inh
COc1cc(NC(=O)c2cccc([N+](=O)[O-])c2)c(C(=O)O)cc1OC,0.2,1,-0.1,2
COc1cccc(OCC(O)CN2CCN(c3ccccc3)CC2)c1 (stereo not drawn),0.9,-2,-0.1,4
COc1ccc(-c2n[nH]c(C)c2Oc2ccc(F)cc2)c(O)c1,0.6,13,0.0,2
COCCCNS(=O)(=O)c1cc2c(cc1C)NC(=O)CO2,0.8,-12,0.1,-5
Cc1ccc(C)c(N2CCN(c3nc(-c4ccccc4)c4cc(Br)ccc4n3)CC2)c1,0.3,4,0.1,-2
Cc1ccc(-c2nc3s/c(=C\c4cn(-c5ccccc5)nc4-c4ccc(OCCC(C)C)cc4)c(=O)n3n2)cc1,-0.2,8,0.2,1
CCC(CO)NCC(O)COc1cc(C)c(Cl)cc1C(C)C (stereo not drawn),0.6,6,-0.1,4
CCCn1c(SCC(=O)N2c3ccccc3CC2C)nnc1-c1cccnc1 (stereo not drawn),0.8,-19,0.0,-6
NC(=O)c1ccsc1NC(=O)c1coc2ccccc2c1=O,-5.6,-10,-0.1,15
CCCCCCCCCSCCCCCCCC(=O)O,2.0,-12,·,·
CCOc1ccc(-n2c(=S)sc3c(=O)n(-c4ccccc4)c(SCC(=O)NCCc4ccc(S(N)(=O)=O)cc4)nc32)cc1,-1.4,-7,-0.1,5
CCOC(=O)C1CCN(/C=C2/C(=O)NC(=O)N(C3CCCCC3)C2=O)CC1,-0.2,-8,0.0,11
COc1ccc(CNc2ccc3ncc(-c4ccsc4)n3n2)cc1,-0.1,-8,0.1,11
CC1=C(C(=O)Nc2ccc(F)cc2)C(c2ccc(O)cc2)NC(=O)N1 (stereo not drawn),-2.0,-6,0.1,-1
O=C(O)c1cccc(-n2cccc2/C=N/O)c1,-0.1,31,-0.2,12
CC1=C(C(=O)Nc2ccc(F)c(F)c2)C(c2ccccc2Br)NC(=O)N1 (stereo not drawn),-0.2,16,0.2,6
COC(=O)Cc1csc(NCc2ccccc2)n1,3.8,-3,0.2,-1
COc1ccc(CNC(=O)C2c3ccccc3Oc3ccccc32)cc1,0.9,20,0.3,4
CCOC(=O)C1=C(CSc2nc(C)c(C)c(C)c2C#N)OC(N)=C(C#N)C1c1ccccc1Br (stereo not drawn),-0.4,6,0.1,8
COc1cc(NC(=O)c2c(OC)cccc2OC)ccc1NC(=O)c1ccco1,-0.1,-7,-0.1,-6
COc1ccc(C(=O)NCc2nc(-c3ccccc3)no2)cc1OC,-1.4,-9,-0.1,-1
COc1ccc(NC(=O)CCCC(=O)c2ccccc2)cc1OC,0.2,-2,-0.2,-5
O=C(CC1Sc2ccccc2NC1=O)Nc1ccccc1F (stereo not drawn),-1.4,-1,-0.5,-22
COc1ccc(C2C(C(=O)NCc3ccco3)c3ccccc3C(=O)N2C)cc1OC (stereo not drawn),-1.3,10,0.7,-4
Cc1nc(C(Cl)(Cl)Cl)nc(N)c1C(=O)c1ccccc1,-1.2,7,0.2,2
CCOC(=O)c1cc(NC(=O)Nc2c(C)n(C)n(-c3ccccc3)c2=O)c(C)nc1C,1.2,14,-0.1,3
COc1cccc(C(=O)Nc2nnc(SCc3ccccc3)s2)c1,-0.8,-18,0.1,0
CCC(NS(=O)(=O)c1ccc(Cl)c(OC)c1)C12CC3CC(CC(C3)C1)C2 (stereo not drawn),0.9,-3,0.0,0
COc1ccc(N2CC(NC(=O)NC(c3ccccc3)c3ccccc3)CC2=O)cc1 (stereo not drawn),6.1*,-7,0.0,11
O=C(c1cnc2ccccc2n1)N1CCC(c2nc(-c3cccnc3)no2)CC1,1.7,11,0.2,-4
Cc1cccc(Cn2nnc(C(=O)Nc3ccc(F)c(F)c3)c2N)c1,0.3,22,0.2,4
Cc1ccc(C2/C(=C(/O)c3ccc(S(=O)(=O)N4CCOCC4)cc3)C(=O)C(=O)N2CCCN2CCOCC2)o1 (stereo not drawn),-0.9,8,0.3,0
COc1ccccc1N1CCN(C(=O)CN(C)S(=O)(=O)c2cnc[nH]2)CC1,0.2,4,0.1,3
O=C1/C(=C/c2cc3c(cc2[N+](=O)[O-])OCO3)SC(=Nc2ccccc2)N1C1CCCCC1,0.6,5,-0.1,-17
NNC(=O)c1cc(-c2ccco2)nc2ccc(Br)cc12,-0.7,15,0.9,1
CCOc1ccc(C(=O)Nc2ccc(C(C)=O)cc2)cc1Cl,0.4,0,-0.1,-34
CCCCCCCn1c(N2CCCCCC2)nc2c1c(=O)[nH]c(=O)n2C,0.1,3,0.1,-8
CCN1C(=O)c2cccc3c(NC(=O)c4ccc(C)cc4)ccc1c23,0.2,8,0.3,-4
CCOc1ccc(C(=O)NCC(c2ccc(F)cc2)N2CCN(C)CC2)cc1 (stereo not drawn),0.8,1,0.0,-1
Cc1ccc(CNC(=O)CCSc2ccccc2)cc1,-1.0,4,0.1,-7
CCn1nc(C)cc1C(=O)N1CCC[C@@H]2CN(Cc3ccccn3)CC[C@@H]21,4.2,6,-0.2,13
CC(=O)C(Sc1nc(C2CC2)nc2c1c(=O)n(C)c(=O)n2C)C(=O)N(C)C (stereo not drawn),0.8,-6,-0.2,-4
Nc1n[nH]c(-c2ccc(Br)cc2)c1Br,-1.4,12,-0.1,0
CCNc1cc(C(=O)Nc2cc(OC)c(OC)c(OC)c2)c2ccccc2n1,0.1,-2,-0.1,-7
COc1cccc(C2CC(c3cccs3)=NN2C(=O)CSc2nnc(CNC(=O)c3ccccc3)n2C)c1OC (stereo not drawn),0.2,-7,0.0,5
CS(=O)(=O)N1CCN(C(=O)c2ccc(Cl)cc2)CC1,7.8*,15,0.2,2
C/C(CCc1ccccc1)=N/NC(=O)CCC(=O)Nc1ccc(F)cc1,1.0,-1,0.0,0
O=C(CSc1nc2ccccc2[nH]1)Nc1cccc(Cl)c1,5.1*,4,-0.1,-7
CCOc1ccc(N2C(=O)NC(=O)/C(=C/c3c(C)n(C)c4ccccc34)C2=O)cc1,1.3,24,0.1,8
COc1ccccc1N1CCN(c2ncnc3scc(-c4ccc(Cl)cc4)c23)CC1,-0.6,-5,0.1,-7
COc1ccc(-c2cccc(C(=O)NCCCN3CCCC3=O)n2)cc1,0.7,-9,-0.1,-3
CC(=O)Nc1ccc2c(=O)cc(-c3ccccc3F)oc2c1,0.7,1,0.0,-10
Cc1[nH]c(=O)[nH]c(=O)c1CSCC(=O)O,0.1,4,0.1,-9
Cn1c(=O)c2c(NC(=O)c3ccccc3F)ccnc2n(C)c1=O,-0.8,-6,-0.1,0
COc1ccc(Cl)cc1NC(=O)C/C(C)=N/NC(=O)c1ccccc1C,-0.4,8,0.6,-12
CC(C)CSc1nc2c(c(=O)[nH]c(=O)n2C)n1CCc1ccccc1,0.4,6,0.2,11
CCOCCc1nnc(NC(=O)c2ccc(NC(=O)CC)cc2)s1,-0.7,8,1.2,1
Cc1ccccc1CN1C(=O)C(O)(CC(=O)c2ccc(C(C)C)cc2)c2ccccc21 (stereo not drawn),-1.2,1,0.1,9
O=C(c1cccc(Br)c1)N1CCN=C1SCc1cccnc1,-0.5,-10,-0.1,-11
COC(=O)C1CC(=O)N(C)C12CCN(Cc1cccc(C(F)(F)F)c1)CC2 (stereo not drawn),0.0,5,0.1,2

# Retrieved by structure from the list above, 5 records:
SMILES,GPR151 ag,MITF inh,FBW7 activator,TEAD-YAP inh
COc1ccc(Cl)cc1NC(=O)C/C(C)=N/NC(=O)c1ccccc1C,-0.4,8,0.6,-12
COc1ccc(-c2cccc(C(=O)NCCCN3CCCC3=O)n2)cc1,0.7,-9,-0.1,-3
O=C(CSc1nc2ccccc2[nH]1)Nc1cccc(Cl)c1,5.1*,4,-0.1,-7
O=C(c1cccc(Br)c1)N1CCN=C1SCc1cccnc1,-0.5,-10,-0.1,-11
CC(=O)C(Sc1nc(C2CC2)nc2c1c(=O)n(C)c(=O)n2C)C(=O)N(C)C (stereo not drawn),0.8,-6,-0.2,-4

# Compounds as they come (roughly 3.4% active in at least one column).
